Platelet DG rel: inhibitors of platelet dense granule secretion, primary screen, cell-based, MLPCN, human platelets | human platelet-rich plasma, SFLLRN dense granule ATP release, luminescence | inhibition, %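 (compounds screened at 7.5 µM in platelet-rich plasma)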 | 300,000 tested, 0.22% active | AID 1663, 2009;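 active = mean replicate score, as percent of positive control, at or above 50; inconclusive = mean below 50 but at least one replicate at or above 50; inactive = mean and every replicate below 50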
SKKanGAS inh: S. pyogenes SKKanGAS growth inhibitors in kanamycin, primary screen, streptokinase expression inhibitor project, SKKanGAS strain, BacTiter-Glo luminescence | 300,000 tested, 1.3% active | inhibition, % at 7.5 µM | 6 h;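 active = mean replicate score, as percent of positive control median, at least 50; inconclusive = mean below 50 but one replicate at or above 50; inactive = mean and every replicate below 50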;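 note: strain carries kanamycin resistance gene driven by streptokinase promoter and grows in 40 µg/ml kanamycin; loss of luminescence reflects streptokinase promoter inhibition or plain growth inhibition; 0% = median of DMSO wells and 100% = positive control at its reference dose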
MrgX1 antag: antagonists of human MrgX1 receptor, primary screen, HEK293 cells, Fluo-4 calcium flux | Mas-related G-protein coupled receptor member X1 (Homo sapiens), Q96LB2 | BAM8-22 antagonism; active compounds read low | B-score at 10 µM | 310,000 tested, 1.3% active;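 active = calcium-response B-score plate-corrected more than 3 library SD below zero, starting fluorescence within 5 deviations, no agonist response on first addition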;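 note: peak minus trough fluorescence over baseline after final BAM8-22 challenge near maximal dose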
TRPC6 activator: mouse TRPC6 channel activators, primary screen, cell-based, HEK293, membrane potential dye; Short transient receptor potential channel 6 (Mus musculus), Q61143; HEK293-TRPC6 membrane potential dye fluorescence; active compounds read high; B-score at 10 µM; 310,000 tested, 0.13% active; AID 2550, 2010;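 active = B-score of the integrated fluorescence ratio above library mean plus 3 SD, and starting fluorescence ratio within library mean plus 5 SD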;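 note: higher score means more depolarization so channel activation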
Target sequence (Q61143 whole entry, looked up): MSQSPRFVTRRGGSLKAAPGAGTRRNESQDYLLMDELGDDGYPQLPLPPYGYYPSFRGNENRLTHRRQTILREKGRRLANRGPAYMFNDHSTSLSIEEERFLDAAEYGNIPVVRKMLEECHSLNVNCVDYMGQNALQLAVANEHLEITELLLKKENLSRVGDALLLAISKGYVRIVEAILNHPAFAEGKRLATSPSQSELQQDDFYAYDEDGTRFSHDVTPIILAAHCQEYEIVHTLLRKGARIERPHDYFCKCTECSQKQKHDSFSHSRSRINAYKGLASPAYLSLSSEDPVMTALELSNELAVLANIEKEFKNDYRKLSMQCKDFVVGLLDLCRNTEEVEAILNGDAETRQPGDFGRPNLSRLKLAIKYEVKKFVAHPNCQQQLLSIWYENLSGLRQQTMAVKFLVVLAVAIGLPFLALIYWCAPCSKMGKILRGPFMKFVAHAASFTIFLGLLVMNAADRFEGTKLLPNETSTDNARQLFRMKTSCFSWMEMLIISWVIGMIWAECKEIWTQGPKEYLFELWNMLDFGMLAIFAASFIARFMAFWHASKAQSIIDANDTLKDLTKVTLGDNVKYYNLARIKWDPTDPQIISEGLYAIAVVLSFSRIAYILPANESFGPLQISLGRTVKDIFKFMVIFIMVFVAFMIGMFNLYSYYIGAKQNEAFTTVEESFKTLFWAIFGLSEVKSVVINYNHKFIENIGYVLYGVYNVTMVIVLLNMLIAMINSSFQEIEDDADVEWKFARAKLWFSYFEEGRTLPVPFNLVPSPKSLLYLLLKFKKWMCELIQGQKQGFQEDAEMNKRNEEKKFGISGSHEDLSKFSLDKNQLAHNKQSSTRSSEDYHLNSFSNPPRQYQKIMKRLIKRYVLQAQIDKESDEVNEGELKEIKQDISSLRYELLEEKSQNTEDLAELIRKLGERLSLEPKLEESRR
RGS4 block: RGS4 inhibitors, primary screen, cell-based, HEK293 M3R inducible RGS4, calcium flux | Fluo-4 calcium flux; active compounds read high; triggered by carbachol at its EC20 | B-score at 10 µM | 310,000 tested, 0.45% active | AID 463165, 2010;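 active = B-score, a plate-corrected calcium signal, over three deviations above library mean, with baseline fluorescence within five deviations of library mean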;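 note: RGS4 expression induced by doxycycline in cells with stable M3 receptor; B-score is computed from the integrated fluorescence ratio over baseline after carbachol; higher B-score means a larger calcium signal and so more RGS4 inhibition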
Target sequence (P49798 whole entry, looked up): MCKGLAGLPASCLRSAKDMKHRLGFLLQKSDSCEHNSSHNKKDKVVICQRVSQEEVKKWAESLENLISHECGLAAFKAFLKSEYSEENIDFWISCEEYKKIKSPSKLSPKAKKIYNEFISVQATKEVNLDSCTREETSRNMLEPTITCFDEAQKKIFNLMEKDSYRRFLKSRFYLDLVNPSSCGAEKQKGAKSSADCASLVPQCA
HIF activator: HIF pathway transcriptional activators, primary screen, cell-based, U2OS HRE-luciferase, luminescence | AID 1910, 2009 | U2OS HRE-luciferase reporter; normalized: DMSO 0%, desferrioxamine 100% | activation, % at 7.5 µM (by protocol) | 300,000 tested, 0.32% active;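 active = mean activation of at least 10% of the iron chelator positive control signal, with at least half of replicates also reaching 10%; inconclusive = mean and replicate majority disagree about reaching 10%; inactive = mean and most replicates under 10%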
MrgX1 ag: agonists of human MrgX1 receptor, primary screen, HEK293 cells, Fluo-4 calcium flux. Fluo-4 calcium fluorescence, agonist mode; active compounds read high. Mas-related G-protein coupled receptor member X1 (Homo sapiens), Q96LB2. B-score at 10 µM. AID 588627, 2011. 310,000 tested, 0.44% active;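 active = calcium response B-score plate-corrected fluorescence ratio at least 3 library SD, with starting fluorescence B-score inside 5 SD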
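System: HEK293 cells stably expressing human MrgX1 receptor; Dosing: test compound in the initial addition of three; Schedule: overnight plating, then 30 min 37 °C plus 30 min room-temperature dye loading; Detection: kinetic calcium dye fluorescence, Fluo-4 NW; Controls: per-plate positive and negative controls for Z′ factor.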
RGS4 act: RGS4 potentiators or activators, primary screen, cell-based, HEK293 M3R inducible RGS4, calcium flux; carbachol calcium flux Fluo4; active compounds read low; B-score at 10 µM; 310,000 tested, 0.92% active; AID 463111, 2010;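 active = B-score of the integrated calcium signal more than 4 SD below the library mean, with starting fluorescence not abnormally high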;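 note: negative B-score means reduced calcium response which marks RGS4 activation or potentiation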
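Assay system: HEK293 FlpIn-TREx cells, stable M3R, doxycycline-inducible RGS4 / Probe or stimulus: carbachol, ECmax concentration / Times: overnight RGS4 induction, 30 min dye load 37 °C, 20 min compound RT / Signal: kinetic calcium fluorescence imaging with Fluo4-AM dye, 2 µM / Measure: Agonist-evoked peak-minus-minimum fluorescence over baseline, integrated ratio, B score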
MrgX1 PAM: positive allosteric modulators of MrgX1, primary screen, HEK293 cells, Fluo-4 calcium flux. FDSS; active compounds read high. B-score at 10 µM. 310,000 tested, 0.63% active. AID 588675, 2011;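 active = plate-corrected calcium response at least 3 library SD above typical, normal starting fluorescence, not activating the receptor alone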;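 note: compound read alongside a low EC10 to EC30 dose of BAM8-22 agonist; peak minus trough fluorescence over baseline measured at the second addition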
TRPC4 block: inhibitors of mouse TRPC4 channel, primary screen, Fluo4 calcium, HEK293 TRPC4beta/mu-opioid cells. Short transient receptor potential channel 4 (Mus musculus), Q9QUQ5. DAMGO-evoked Fluo4 calcium flux; active compounds read low. B-score at 10 µM. 300,000 tested, 0.39% active. AID 2247, 2010;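 active = B-score over 3 SD under the library average, no early fluorescence shift, positive overall ratio signal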
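Assay system: Stable TRPC4beta/mu-opioid receptor HEK293 cells | Reagent: DAMGO in two steps, submaximal then maximal | Compound dosing: Single concentration per test compound | Signal: Fluo4 Ca2+ flux fluorescence | Evaluation: Per-well B score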
TRPC6 inh: mouse TRPC6 channel inhibitors, primary screen, cell-based, HEK293, membrane potential dye; AID 2553, 2010; B-score at 10 µM; 310,000 tested, 1.1% active; ACh-evoked depolarization; active compounds read low;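 active = B-score under library mean minus 3 SD, initial fluorescence not abnormally high, positive integrated signal ratio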;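 note: B-score derived from integrated fluorescence ratio over the kinetic read; more negative B-score means stronger inhibition of depolarization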
* = called active by the depositor; i = inactive; ? = inconclusive; . = not tested or not shown.

SMILES	Platelet DG rel	SKKanGAS inh	MrgX1 antag	TRPC6 activator	RGS4 block	HIF activator	MrgX1 ag	RGS4 act	MrgX1 PAM	TRPC4 block	TRPC6 inh
COc1ccc(NC(=O)CSc2ccccn2)c([N+](=O)[O-])c1	?	8.1	i	i	i	1.4	i	i	i	i	i
Cc1ccc(S(=O)(=O)c2cc3ccccc3oc2=Nc2ccc3c(c2)OCCO3)cc1	2.6	3.7	i	i	i	-0.7	i	i	i	i	i
O=C(c1ccccc1)N1CCN(C(=O)c2ccccc2Br)CC1	0.2	6.9	i	i	i	-0.4	i	i	i	i	i
COC(=O)c1ccccc1NC(=O)Nc1ncccc1C	-2.4	-6.9	i	i	i	-0.1	i	i	i	i	i
FC(F)Oc1ccc(-c2c[n+]3c(n2-c2ccccc2)CCCCC3)cc1	11.1	0.4	i	i	i	-0.1	i	i	i	i	i
COC(=O)c1cc(C(=O)Nc2ccc(Cl)cn2)cc([N+](=O)[O-])c1	-8.9	5.5	i	i	i	-0.1	i	i	i	i	i
O=C(Nc1ccc2oc(-c3cccnc3)nc2c1)c1ccco1	7.0	2.5	i	i	i	0.8	i	i	i	i	i
O=C(N/N=C/c1cccc(OC(=O)c2cccc(Br)c2)c1)c1cccnc1	-4.0	4.2	i	i	i	0.0	i	i	i	i	i
CCOc1[nH]n(-c2ccc(Cl)cc2)c(=O)c1C=Nc1ccc(Cl)cc1	-1.6	2.1	i	i	i	1.0	i	i	i	i	i
CNc1nc(OCC(F)(F)F)nc(N2CCOCC2)n1	5.2	-2.0	i	i	i	-0.1	i	i	i	i	i
COC(=O)CCC(=O)Nc1ccc2oc3c(c2c1)CCCC3	1.3	-6.2	i	i	i	-1.7	i	i	i	i	i
CC(C)CC1(C)NC(=O)N(Cc2cc([N+](=O)[O-])cc3c2OCOC3)C1=O (stereo not drawn)	32.8	-5.1	i	i	i	0.0	i	i	i	i	i
C=CCOc1ccc(C(=O)CC)cc1OC	8.2	9.0	i	i	i	-0.2	i	i	i	i	i
Clc1ccc(-c2csc(=Nc3cccnc3)n2CCCn2ccnc2)cc1Cl	-7.4	-3.0	i	i	i	0.6	i	i	i	i	i
COc1ccccc1Oc1cn[nH]c1-c1ccc(O)cc1O	-2.9	-4.2	i	i	i	-0.6	i	i	i	i	i
CN(C)S(=O)(=O)c1cc(NC(=O)CN2CCNC(=O)C2)ccc1Cl	3.3	-2.1	i	i	i	-0.2	i	i	i	i	i
COc1ccc(C(=O)NNc2cc(C)nc(NNC(=O)c3ccc(OC)cc3)n2)cc1	-5.9	6.3	i	i	i	-0.1	i	i	i	i	i
COc1ccc(N2Cc3cccc(C(=O)N4CCN(C(=O)c5ccco5)CC4)c3C2=O)cc1	-0.9	1.4	i	i	i	0.1	i	i	i	i	i
CCOc1ccc(Cn2c(O)cc(=O)[nH]c2=O)cc1	4.0	3.5	i	i	i	-0.3	i	i	i	i	i
Cn1nnnc1SCC(=O)N1CCN(C(=O)c2ccco2)CC1	3.9	10.7	i	i	i	0.1	i	i	i	i	i
COc1ccc(N2CC(C(=O)Nc3ccc(S(=O)(=O)Nc4nc(C)cc(C)n4)cc3)CC2=O)cc1 (stereo not drawn)	-3.9	-4.4	i	i	i	0.3	i	i	i	i	i
O=C(Nc1ccc(N=Nc2ccccc2)c(NC(=O)C2CCCO2)c1)C1CCCO1 (stereo not drawn)	7.2	11.9	i	i	i	-0.1	i	i	i	i	i
CNS(=O)(=O)c1ccc(N2CCCC2=O)c([N+](=O)[O-])c1	-16.4	-7.4	i	i	i	0.2	i	i	i	i	i
Cc1ccc(OCc2nnc(SCC(=O)N3c4ccccc4Sc4ccc(Cl)cc43)o2)cc1	14.8	5.6	i	i	i	0.8	i	i	i	i	i
CC(C)CC1(C(=O)NCc2ccccn2)C=CCN1C(=O)c1ccccc1 (stereo not drawn)	1.7	-5.9	i	i	i	0.8	i	i	i	i	i
Next part.
SMILES	Platelet DG rel	SKKanGAS inh	MrgX1 antag	TRPC6 activator	RGS4 block	HIF activator	MrgX1 ag	RGS4 act	MrgX1 PAM	TRPC4 block	TRPC6 inh
O=C1C=C(Nc2ccccc2)CC(c2ccccc2)C1 (stereo not drawn)	10.8	3.3	i	i	i	1.0	i	i	i	i	i
COc1ccc(NC2CCCN(C(=O)COc3ccc(C)cc3)C2)cc1 (stereo not drawn)	-13.1	-12.7	i	i	i	-0.4	i	i	i	i	i
Cc1cccc(NC(=O)CN2C(=O)N/C(=C/c3ccc(-c4cccc(C(=O)O)c4C)o3)C2=O)c1	-3.4	12.6	i	i	i	-0.1	i	i	i	i	i
CC(NC(=O)CCl)c1ccccc1Br (stereo not drawn)	4.3	-3.3	i	i	i	-0.7	i	i	i	i	i
CCOC(=O)c1nnn(-c2nonc2-c2ccccc2)c1C	-21.8	-8.0	i	i	i	-0.1	i	i	i	i	i
CCCN1CNc2c(c(=O)[nH]c(=S)n2CCc2ccccc2)C1	.	.	i	i	i	.	i	i	i	i	i
O=C1CCCN2N=C(SCC(=O)Nc3cccc(Cl)c3)SC2=N1	0.6	4.2	i	i	i	0.4	i	i	i	i	i
CCn1c(-c2ccc(F)cc2)n[nH]c1=S	-0.3	-1.2	i	i	i	-0.1	i	i	i	i	i
COCCCNC(=S)NNC(=O)c1csc(C)n1	1.2	-2.5	i	i	i	0.4	i	i	i	i	i
NC(=O)c1ccccc1NC(=O)CCN1C(=O)c2ccccc2C1=O	-17.8	-19.3	-6.9*	i	i	0.5	i	i	i	i	i
O=C(Nc1ccc(N2CCCCC2)c(Cl)c1)c1ccc(N2CCOCC2)c([N+](=O)[O-])c1	-0.1	5.5	i	i	i	0.4	i	i	i	i	i
Cc1cc(C)c2cc(C(=O)Nc3ccc(C)c(F)c3)[nH]c2c1	0.9	-7.7	i	i	i	-0.3	i	i	i	i	i
CCN(CC)CCNC(=O)C(=O)NCC1OCCN1S(=O)(=O)c1cccs1 (stereo not drawn)	2.9	3.0	i	i	i	0.3	i	i	i	i	i
CC1CN(c2ccc([N+](=O)[O-])cn2)CC(C)O1 (stereo not drawn)	-9.6	3.0	i	i	i	0.0	i	i	i	i	i
O=C(O)c1ccc(NS(=O)(=O)c2ccc(NC(=O)c3ccccc3Cl)cc2)cc1	-3.9	8.2	i	i	i	-0.1	i	i	i	i	i
Cc1cc(C(=O)COc2ccc([N+](=O)[O-])cc2)c(C)n1C1CC1	6.1	-1.1	i	i	i	2.7	i	i	i	i	i
NC(=O)C1CCN(C(=O)COCc2cc(-c3ccc4c(c3)OCO4)on2)CC1	-6.7	-3.2	i	i	i	0.6	i	i	17*	i	i
CCNC(=O)NC(=O)C(C)OC(=O)c1oc2ccccc2c1CSC1CCCCC1 (stereo not drawn)	1.5	-11.0	i	i	i	0.2	i	i	i	i	i
O=C(CN1CCOCC1)Nc1ccc(Br)cc1	1.3	-1.2	i	i	i	0.7	i	i	i	i	i
CCCCn1c(SCC(=O)OCC)nc2c1c(=O)[nH]c(=O)n2C	1.8	-0.3	i	i	i	-0.4	i	i	i	i	i
CCC(C)c1ccccc1N1CC(C(=O)N(C)CC(=O)Nc2cccc(F)c2)CC1=O (stereo not drawn)	-3.6	9.2	i	i	i	-0.2	i	i	i	i	i
Cc1ccc(-c2ccc(CCC(=O)O)n2NC(N)=S)cc1	-24.5	0.6	i	i	i	1.7	i	i	i	i	i
CCC(C)(C)n1nnnc1C(c1ccccc1F)N1CCN(C(=O)c2ccco2)CC1 (stereo not drawn)	0.9	-1.8	i	i	i	-0.2	i	i	i	i	i
C=CCSC1=C(C#N)C2(CCCCC2)C(C#N)C(=O)N1 (stereo not drawn)	1.1	.	-7.73*	i	i	0.4	i	i	i	i	i
NC(=O)c1ccc(NCCc2ccccc2)c([N+](=O)[O-])c1	-4.2	-0.2	i	i	i	0.6	i	i	i	.	i
Carrying on:
SMILES	Platelet DG rel	SKKanGAS inh	MrgX1 antag	TRPC6 activator	RGS4 block	HIF activator	MrgX1 ag	RGS4 act	MrgX1 PAM	TRPC4 block	TRPC6 inh
Cc1ccc(CN2CCc3c(OCc4ccc(F)cc4)cccc3C2=O)cc1	0.9	-19.3	i	i	i	0.2	i	i	i	i	i
O=C(NNS(=O)(=O)c1ccccc1[N+](=O)[O-])c1ccccc1[N+](=O)[O-]	9.2	-9.2	i	i	i	-0.2	i	i	i	i	i
Cc1cc(Cl)ccc1OCCn1cncn1	-10.7	-12.3	i	i	i	-0.1	i	i	i	i	i
CCN1C(=O)/C(=C/c2cccs2)SC1=Nc1ccc(OC)cc1	12.3	-5.5	i	i	i	0.1	i	i	i	i	i
CCCCCOC(=O)C1=C(C)NC(=O)NC1c1ccc2c(c1)OCO2 (stereo not drawn)	4.4	3.6	i	i	i	-0.2	i	i	i	i	i
COc1ccc([C@H]2/C=C\CN(C(=O)[C@H](Cc3ccccc3)NC(=O)OCC3c4ccccc4-c4ccccc43)CC(=O)N2Cc2ccc(F)cc2)cc1	-3.4	18.9	i	i	i	-0.3	i	i	i	.	i
O=C(Nc1ccccc1C(=O)O)c1ccc(NC(=O)C2CC2)cc1	2.8	9.0	i	i	i	-0.9	i	i	i	i	i
Cc1ccc(O)c(N=Cc2cc(Cc3ccccc3)cc([N+](=O)[O-])c2O)c1	-6.3	4.5	.	i	i	-0.5	.	-7.2*	.	i	i
CCN1C(=O)[C@H]2[C@@H](c3ccc(-c4ccc(Cl)c(Cl)c4)cc3)N3CCCC[C@@]3(C(=O)OC)[C@H]2C1=O	-1.2	7.8	i	i	i	1.9	i	i	i	i	i
COc1cc2nc(Nc3cccc(F)c3)nc(N)c2cc1OC	2.5	-20.6	i	i	i	1.0	i	-7.05*	i	i	-6.47*
O=C(CSc1ncnc2sc3c(c12)CCC3)NCC1CCCO1 (stereo not drawn)	28.3	3.1	i	i	i	-0.3	i	i	i	i	i
Nc1nc(-c2sc3nc4c(cc3c2N)CCCC4)nc(N2CCOCC2)n1	8.2	-1.5	i	i	i	1.4	i	i	i	i	i
